# Screening data (PubChem BioAssay)
# CXXC DNA block = inhibitors of human MLL CXXC domain-DNA interaction | MLL-CXXC / FITC-HOXA9 DNA fluorescence polarization | Potency, µM (doses to about 115 µM), without a hit: at the top dose activity change, negative = inhibition, actives largely listed as inhibitors | AID 2662 | 290,000 tested, 0.037% active; active means well fitted inhibition curve with a large enough effect in the polarisation, with a control signal flat, not every such curve was filed as active; inconclusive means small, poorly fitted or top-dose-only effect, or effect the other way, or a change in a side signal; inactive means no such curve, though single readings can be large or run the other way; the % refers to the polarisation; further: potency means the concentration at half of the fitted maximal effect
#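 Fluorescence polarization: 7 uM MLL-CXXC (stock) preincubated 5 min with compounds, then 50 nM fluorescein-HOX-A9 DNA (stock) added; 30 min ambient. Buffer 50 mM Tris-HCl pH 7.5, 50 mM NaCl, 1 mM DTT, 0.05% BSA.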
# Integrin act MD = integrin-mediated muscular dystrophy alleviation activation | alpha7betagal myoblasts, beta-gal FDG fluorescence, 48 h | Potency, µM (titrated, usually from 38.3 µM), for inactives: at the top dose activation, most hits filed as activators | 350,000 tested, 0.064% active | AID 624291;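 further: potency means the concentration at half of the fitted maximal effect; 100% = response of the positive control SU9516; nearly all actives have a fitted effect of over 60% in size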
#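 alpha7betagal+/- myoblasts (passage 13, 250/well) treated 48 h at 37C with compounds at 1:260 dilution of DMSO stock. Lysed, then beta-galactosidase activity read as FDG fluorescence (ex 480/em 540) after 30 min, with pre-read for autofluorescence.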
# S-ASM inh = inhibitors of human secretory acid sphingomyelinase. P17405. placental ASM, HMU-PC fluorogenic substrate, 60 min. Potency, µM (top dose mostly 57.5 µM), without a hit: at the highest dose activity change, negative = inhibition, hits mostly inhibitors. 340,000 tested, 0.006% active. AID 504937; further: potency means the concentration at half of the fitted maximal effect
# Target sequence (P17405 47-631 limits assumed): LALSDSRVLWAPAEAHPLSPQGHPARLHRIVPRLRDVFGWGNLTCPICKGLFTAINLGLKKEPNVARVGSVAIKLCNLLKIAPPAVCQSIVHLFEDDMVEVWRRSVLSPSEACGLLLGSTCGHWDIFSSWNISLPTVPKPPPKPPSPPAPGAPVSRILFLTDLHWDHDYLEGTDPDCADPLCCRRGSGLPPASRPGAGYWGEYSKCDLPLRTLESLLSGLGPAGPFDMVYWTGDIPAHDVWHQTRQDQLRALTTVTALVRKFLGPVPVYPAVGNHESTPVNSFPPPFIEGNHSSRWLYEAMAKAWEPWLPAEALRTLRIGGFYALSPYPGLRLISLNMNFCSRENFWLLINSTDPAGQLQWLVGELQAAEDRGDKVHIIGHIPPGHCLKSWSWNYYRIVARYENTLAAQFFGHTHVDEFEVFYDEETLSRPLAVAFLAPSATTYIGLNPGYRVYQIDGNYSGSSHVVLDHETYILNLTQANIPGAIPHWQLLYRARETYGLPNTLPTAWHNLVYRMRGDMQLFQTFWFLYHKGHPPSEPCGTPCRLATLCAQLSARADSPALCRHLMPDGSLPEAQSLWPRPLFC
#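 Human placenta-derived ASM enzyme was preincubated with compound for 10 minutes at room temperature, then given fluorogenic substrate HMU-PC0 (9 uM final) for 60 minutes at 37 °C; a pH 10 stop preceded fluorescence reading at Ex 386/Em 447 nm.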
# Coupling enz = coupling enzyme interference in Giardia aldolase counter-screen | activity change, negative = inhibition, % at 58.2 µM, hits read low | coupling enzyme system counterscreen, AmpLite Red fluorescence | 290,000 tested, 0.67% active; in the data active means activity change below about -30%; further: on the % scale 0 is the no-effect control and ±100 the full control effect
#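 Counterscreen of the coupled detection system alone, without aldolase: glyceraldehyde-3-phosphate coupling enzymes plus AmpLite Red readout. Compounds at 57.5 uM final, 10 min RT preincubation, 20 min RT reaction, fluorescence 525/598 nm.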
# TRPV1 ag = activates the human vanilloid receptor TRPV1; activation, % at 8.33 µM; 320,000 tested, 0.19% active; Q8NER1; TRPV1-expressing cells, Fluo-8 calcium influx, agonist mode; in the data active means activation above about 80%; inconclusive means between about 30% and that limit; further: 0% is about no effect
#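 Fluo-8 calcium influx in TRPV1-expressing cells, kinetic read (ex 480/em 520 nm). Compound added and read 3 min for agonist activity, followed by capsaicin at EC20 final and 2 min further read for enhancement.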
# KCNH2 3.1 block = KCNH2 3.1 (human) potassium channel inhibition; U2OS KCNH2 3.1, thallium flux FluxOr; hits give low values; 340,000 tested, 0.95% active; AID 720553; activity change, % (tested at about 1.8 µM);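 active means maximum activity change below -70%; inconclusive means maximum activity change from -70% to -50%; inactive means maximum activity change above -50%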;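 further: thallium influx rate constant from kinetic fluorescence after stimulation buffer; on the % scale 0 is the no-effect control and ±100 the full control effect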
#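 Steps: virus added to U2OS suspension (4 h, RT, dark); medium with 10% FBS added, cells plated, 37 C overnight; FluxOr/Red40 loading buffer 45 min RT; stimulation buffer, 2 min kinetic read; rate constant normalized.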
# GALK inhibitor = blocks human galactokinase activity | P51570 | 270,000 tested, 0.007% active | Purified GALK, Kinase-Glo residual ATP luminescence | Potency, µM (series often up to 57.5 µM), for the others: at the highest dose activity change, negative = inhibition, hits mostly inhibitors; further: potency means the concentration at half of the fitted maximal effect; on the % scale 0 is the no-effect control and ±100 the full control effect
# Target sequence (P51570 whole entry, looked up): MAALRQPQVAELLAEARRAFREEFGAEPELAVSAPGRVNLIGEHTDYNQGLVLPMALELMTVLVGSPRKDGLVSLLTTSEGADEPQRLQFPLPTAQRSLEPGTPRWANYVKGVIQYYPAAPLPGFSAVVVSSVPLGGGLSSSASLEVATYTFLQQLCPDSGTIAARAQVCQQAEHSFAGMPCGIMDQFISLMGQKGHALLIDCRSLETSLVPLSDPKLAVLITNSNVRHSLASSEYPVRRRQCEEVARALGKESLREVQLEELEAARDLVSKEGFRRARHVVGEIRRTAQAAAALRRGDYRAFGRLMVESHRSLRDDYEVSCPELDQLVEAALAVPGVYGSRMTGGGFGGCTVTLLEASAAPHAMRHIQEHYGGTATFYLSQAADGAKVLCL
#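 Luminescence from leftover ATP (Ultra-Glo luciferase/luciferin) served as read-out after a 1 h room-temperature reaction of 5 nM GALK with 35 uM ATP and 100 uM galactose.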
# MBNL1-CUG inh = blocks human MBNL1 binding to CUG repeat RNA. Q9NR56. TR-FRET MBNL1-His/biotin-(CUG)12 binding, 665/545 ratio. Potency, µM (top dose mostly 57.5 µM), for the others: top-dose activity change, negative = inhibition, hits mostly inhibitors. 280,000 tested, 0.036% active. AID 2675; active means well fitted inhibition curve with a large enough effect in the signal ratio, with a control signal flat, not every such curve was filed as active; inconclusive means small, poorly fitted or top-dose-only effect, or effect the other way, or a change in a side signal; inactive means no such curve, though single readings can be large or run the other way; the % refers to the signal ratio; further: potency means the concentration at half of the fitted maximal effect; on the % scale 0 is the no-effect control and ±100 the full control effect
#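 Compound titration spanned 92 nM–58 uM against the MBNL1-His/biotin-(CUG)12 complex. After 60 min at room temperature with 5 nM streptavidin-XL665 and 0.055 ng/ul terbium anti-His, ratiometric 665/545 nm emission (Ex 340 nm) normalized to controls.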
# KCNH2 WT inh = inhibitors of human wildtype KCNH2 potassium channel; Q12809; activity change, % at 1.84 µM; U2OS, BacMam KCNH2, thallium flux FluxOr; hits give low values; 340,000 tested, 0.37% active; AID 720551;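 active means maximum activity change below -70%; inconclusive means maximum activity change between -70% and -50%; inactive means maximum activity change above -50%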; further: on the % scale 0 is the no-effect control and ±100 the full control effect
#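 U2OS cells were transduced with wild-type KCNH2 virus (2.03 x 10^8 / mL) for 4 h at room temperature, then cultured overnight at 37 C. Thallium flux was read with FluxOr dye. Rate constants were normalized to DMSO controls.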
# A-T KAP1 phos = potential ataxia-telangiectasia treatments restoring KAP-1 phosphorylation; […] A-T fibroblasts, KAP-1 phosphorylation AlphaLISA; neocarzinostatin DNA damage 30 min before lysis; Potency, µM (series often up to 57.5 µM), for inactives: at the top dose activation, actives largely listed as activators; 320,000 tested, 0.19% active; further: potency means the concentration at half of the fitted maximal effect; % of control where 0% means no effect; nearly all actives have a fitted effect of over 45% in size
#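 ATM-like activity read as KAP-1 phosphorylation via AlphaLISA donor/acceptor antibody pairs after lysis and 6 hr at 25C. Cells were ATM-null patient fibroblasts ([…], hTERT), dosed 60 min, then exposed to the DSB inducer NCS for 30 min.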
# Active calls of the source: *; ? = inconclusive; nt = not tested or not shown; [ ] = another dose, or the depositor's remark. Unless noted, the call rests on the fitted dose curve; in most records, active means well fitted curve in the direction sought with a large enough effect; inconclusive means small, poorly fitted or top-dose-only effect, or another doubt; inactive means no such curve, though single readings can be large; an effect the other way counts as inactive or inconclusive.
entry	molecule	CXXC DNA block	Integrin act MD	S-ASM inh	Coupling enz	TRPV1 ag	KCNH2 3.1 block	GALK inhibitor	MBNL1-CUG inh	KCNH2 WT inh	A-T KAP1 phos
1	O=C(CSC1CC(=O)N(CCc2ccccc2)C1=O)Nc1cccc(Cl)c1 (stereo not given)	-8%	6%	-8%	0	-8	-4	0%	7%	-5	4%
2	CSc1nnc(-c2sc3cc(C(F)(F)F)cnc3c2-c2ccccn2)n1C	?	11%	5%	-3	-4	13	0%	17%	10	2%
3	Cc1c(CCC(=O)O)c(=O)oc2cc3occ(-c4ccc(Cl)cc4)c3cc12	13%	-1%	15%[11.5 µM]	1	13	12	nt	-4%	3	6%
4	Cc1sc2ncnc(N3CCC(C(=O)Nc4ccc(F)cc4Cl)CC3)c2c1C	nt	0%	-7%	nt	2	13	nt	nt	3	2%
5	CN(CC(=O)Nc1ccc(F)cc1)C(=O)COC(=O)CNC(=O)c1sc2ccccc2c1Cl	nt	16%	-11%	nt	-2	6	nt	nt	6	-3%
6	Cc1ccc(-c2nc(C)sc2CC(=O)NCc2ccco2)cc1	-7%	-48%[inhibitor]	3%	0	-1	4	7%	5%	-13	6%
7	CCOc1ccccc1NC(=O)NNS(=O)(=O)c1cc(OC)ccc1OC	-10%	-42%	nt	-1	0	-9	3%	3%	-7	nt
8	O=C(CN1C(=O)NC2(CCOc3ccccc32)C1=O)Nc1cccc(Cl)c1 (stereo not given)	1%	-20%	-5%	0	?	18	10%	-1%	2	4%

# Retrieved one by one from above:
entry	molecule	CXXC DNA block	Integrin act MD	S-ASM inh	Coupling enz	TRPV1 ag	KCNH2 3.1 block	GALK inhibitor	MBNL1-CUG inh	KCNH2 WT inh	A-T KAP1 phos
8	O=C(CN1C(=O)NC2(CCOc3ccccc32)C1=O)Nc1cccc(Cl)c1 (stereo not given)	1%	-20%	-5%	0	?	18	10%	-1%	2	4%
1	O=C(CSC1CC(=O)N(CCc2ccccc2)C1=O)Nc1cccc(Cl)c1 (stereo not given)	-8%	6%	-8%	0	-8	-4	0%	7%	-5	4%
7	CCOc1ccccc1NC(=O)NNS(=O)(=O)c1cc(OC)ccc1OC	-10%	-42%	nt	-1	0	-9	3%	3%	-7	nt
6	Cc1ccc(-c2nc(C)sc2CC(=O)NCc2ccco2)cc1	-7%	-48%[inhibitor]	3%	0	-1	4	7%	5%	-13	6%
5	CN(CC(=O)Nc1ccc(F)cc1)C(=O)COC(=O)CNC(=O)c1sc2ccccc2c1Cl	nt	16%	-11%	nt	-2	6	nt	nt	6	-3%

# Later entries
entry	molecule	CXXC DNA block	Integrin act MD	S-ASM inh	Coupling enz	TRPV1 ag	KCNH2 3.1 block	GALK inhibitor	MBNL1-CUG inh	KCNH2 WT inh	A-T KAP1 phos
9	Brc1cccc(OCCSc2ncccn2)c1	-11%	-19%	6%	-1	17	29	-4%	3%	5	6%
10	N#C/C(=C(/O)CN1CCN(c2ccccc2F)CC1)c1nc(-c2ccc(Cl)cc2)cs1	-4%	-7%	4%	3	nt	-3	6%	2%	-16	-2%
11	COc1ccc2nc(CNC(=O)C3CCC(=O)N(CCc4ccccc4)C3)[nH]c2c1 (stereo not given)	0%	7%	2%	-9	3	nt	3%	-3%	5	2%
12	Cc1cc(O)c(NC(=O)c2ccc(C)c([N+](=O)[O-])c2)cc1C	1%	-4%	-4%	-1	20	37	-2%	4%	-5	1%
13	CCOC(=O)N1CCC(NC(=O)CN2C(=O)C(CC)Oc3ccc(C)cc32)CC1 (stereo not given)	5%	-13%	2%	-1	-3	11	-4%	-6%	4	-7%
14	CC(C)NC(=O)C(c1ccc(F)cc1)N(Cc1ccco1)C(=O)CCC(=O)Nc1ccccn1 (stereo not given)	2%	-4%	24%	-1	-2	-7	4%	-3%	-2	-6%
15	O=C(OCC(=O)N1CCCC1)c1cncc(Br)c1	-6%	8%	9%	-1	0	5	-2%	-4%	-1	5%
16	COC(=O)c1cc(C(=O)NC(C)(C)CC(C)(C)C)cc([N+](=O)[O-])c1	6%	-36%	-8%	-14	0	-21	-2%	?	4	1%
17	O=C(O)Cc1ccc2[nH]c3ccc(CC(=O)O)cc3c2c1	-1%	4%	-2%	2	-9	-1	5%	-9%	0	3%
18	CCn1cc(S(=O)(=O)c2ccc(C)cc2)c(=O)c2cc(OC)ccc21	0%	?	0%	nt	1	5	-7%	-4%	-2	12%
19	COC(=O)C1CCN(C(=O)COC(=O)C2CCN(S(=O)(=O)c3ccc4c(c3)OCCO4)CC2)CC1	-1%	4%	0%	nt	2	-8	-4%	-8%	14	3%
20	CCOC(=O)C1(CC2CCCCO2)CCN(S(=O)(=O)c2ccc(C)s2)CC1 (stereo not given)	-4%	4%	1%	1	22	11	-1%	-17%	1	4%
21	Cc1nnc(NC(=O)CCCOc2ccccc2)s1	4%	-2%	-1%	6	2	5	-5%	2%	-5	6%
22	Cc1ccc(CNC(=O)C2CC(=O)N(c3ccc(OCC(=O)N4CCCC4)cc3)C2)cc1 (stereo not given)	6%	-6%	-5%	0	3	-7	-5%	-14%	-10	nt
23	CCOC(=O)CNC(=S)N(Cc1ccccc1)Cc1ccccc1F	9%	-8%	-6%	0	24	13	-1%	4%	2	4%
24	Cc1ccc(S(=O)(=O)c2nc(-c3cccs3)oc2NCCCN(C)C)cc1	17%	-7%	5%	1	0	-25	1%	?	6	-4%
25	CCOc1cccc2sc(N(CCCN(C)C)C(=O)c3ccc(S(=O)(=O)N4CCc5ccccc5C4)cc3)nc12	19%	-58%[inhibitor]	-13%	2	6	-17	5%	-4%	8	1%
26	CNC(=O)NC(=O)C(C)OC(=O)CCCSc1nc2ccccc2s1 (stereo not given)	-4%	-9%	-3%	-1	?	3	2%	nt	9	1%
27	Cc1c(C(C)C)c(=O)n(-c2ccc(S(=O)(=O)N3CCOCC3)cc2)n1C	-4%	18%	5%	3	-1	17	8%	-4%	6	2%
28	CN(C)c1ccc(/C=N/NC(=O)c2nnn(-c3nonc3N)c2COc2ccc(F)cc2)cc1	-3%	-6%	21%	1	0	13	-2%	-5%	11	8%
29	CC(=O)c1cc(-c2ccccc2)n(CCC(=O)NC2CCCCCCC2)c1C	4%	17%	-5%	0	?	-11	1%	3%	10	2%
30	Cc1cc2nc(CN(C)Cc3c(C(=O)N(C)C)nc4ccc(Cl)cn34)[nH]c2cc1C	-5%	17%	3%	0	-3	-50	9%	1%	-2	2%
31	Cc1cccc(N=N/C(=C\O)C(=O)c2cccs2)c1	2%	-67%[inhibitor]	-15%	-4	27	7	3%	15%	-15	-9%
32	Cn1c(CNC(=O)c2ccc3c(c2)OCO3)nnc1SCC(=O)Nc1ccc(F)cc1F	-2%	-11%	5%	2	-4	-10	-2%	-2%	1	6%
33	Cn1c(=O)c2c(ncn2CC(=O)N/N=C/C=C/c2ccco2)n(C)c1=O	-5%	-23%	0%	-11	2	-5	3%	4%	3	-13%
34	Cc1cc(C)c2sc(N(CCN(C)C)C(=O)c3c(F)cccc3F)nc2c1	2%	-53%[inhibitor]	-4%	0	8	4	0%	-12%	9	20%
35	Cc1cccc(CS(=O)(=O)Cc2ccc(C(=O)NC(C)c3ccccc3)o2)c1 (stereo not given)	-13%	-29%	1%	2	3	9	9%	-5%	-11	1%
36	Cc1ccc(NC(=O)c2ccc3c(c2)OCCO3)cc1S(=O)(=O)Nc1cccc(Cl)c1	5%	15%	-17%	-3	4	nt	-1%	-13%	-9	6%
37	CN(C)S(=O)(=O)c1cc(NC(=O)CN2CCOCC2)ccc1Cl	7%	3%	3%	1	-1	12	7%	-5%	2	-3%
38	Cc1nnsc1SCCNC(=O)c1ccc(F)cc1	15%	-1%	1%	0	17	7	0%	6%	27	-2%
39	COc1ccc(-c2c(NC(=O)c3ccco3)oc3ccccc3c2=O)cc1	10%	-5%	4%	nt	4	19	-4%	-11%	12	1%
40	O=C(COc1ccc2c3c(c(=O)oc2c1)CCCC3)N1C[C@H]2C[C@@H](C1)c1cccc(=O)n1C2	-1%	8%	-3%	-2	1	-2	nt	4%	-2	-14%
41	O=C(Cc1cccs1)Nc1nnc(-c2ccncc2)s1	-1%	-8%	11%	4	3	10	-2%	1%	4	1%
42	CCOC(=O)C(=O)Nc1nccs1	-5%	3%	2%	1	-1	2	-1%	-7%	-3	5%
